# From PubChem
# LYP inhibition – inhibitors of LYP phosphatase, biochemical, fluorescence intensity, uHTS (AID 1779) | Tyrosine-protein phosphatase non-receptor type 22 (Homo sapiens) | recombinant LYP phosphatase, fluorescence intensity; higher % means a stronger effect | inhibition, % at 11.5 µM; hits with a dose series show IC50 in µM | 290,000 tested, 0.054% active; in the data active = inhibition above about 50%;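 note: plate controls were vehicle with enzyme for no effect and no enzyme for full effect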
# GPR35 antagonists – GPR35 antagonists blocking zaprinast-driven arrestin recruitment, primary screen, imaging, U2OS, beta-arrestin-GFP, zaprinast agonist (AID 2058) | G-protein coupled receptor 35 (Homo sapiens) | U2OS GPR35 beta-arrestin-GFP translocation imaging, zaprinast antagonism; higher % means a stronger effect | one-dose inhibition, % at 10 µM; IC50 in µM for titrated hits | 290,000 tested, 0.052% active;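 active = inhibition of at least 50% with at least 30 cells and total cytoplasm GFP at most 10,000,000; inconclusive = under 30 cells or total GFP of 10,000,000 plus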
# K1F lysis inhibition – inhibition of K1F phage lysis, E. coli UTI89, bacterial capsule biogenesis inhibitors, alamar blue (AID 488966); E. coli UTI89 K1F phage lysis, alamar blue, 2 h; higher % means a stronger effect; one-dose inhibition, % at 100 µM; IC50 in µM for titrated hits; 340,000 tested, 0.02% active;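 active = phage lysis inhibition, versus mean bacterial control, above a set limit; inconclusive = no clear call, values can overlap the other calls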;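 note: capsule biogenesis inhibitors block K1F phage lysis so surviving cells raise fluorescence; higher fluorescence means more inhibition of phage lysis; actives were called in the ten point dose series up to 300 µM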
# NS5 inhibitors – Dengue-2 NS5 methyltransferase inhibitors, primary screen, biochemical, confirmation dose response (AID 588689); inhibition, % at 25 µM, or IC50 in µM where a hit was titrated; 340,000 tested, 0.3% active; Dengue-2 NS5 methyltransferase capping enzyme assay, biochemical; higher % means a stronger effect; Genome polyprotein (Dengue virus type 2 (strain 16681-PDK53)); in the data active = a potency from the dose series; inconclusive = inhibition above about 29% without an active follow-up result
# AID2073 – inhibitors of Mint1-CaV2.2 protein interaction, biochemical, HTRF (AID 2073). Voltage-dependent N-type calcium channel subunit alpha-1B (Homo sapiens). HTRF protein-protein interaction, Mint1-CaV2.2; higher % means a stronger effect. inhibition, % at 20 µM; hits with a dose series show IC50 in µM. 290,000 tested, 0.19% active; in the data active = inhibition mostly above about 51%, no sharp cut-off; inconclusive = no clear call, values can overlap the other calls; inactive = mostly below about 53%; note: some results filed as inactive read as strong as hits
# WT yeast gro inh – growth inhibition of WT strain, primary screen, mitochondrial fusion inhibitor project, WT and mutant strains, chemical genetic | mitochondrial fusion phenotypic screen | inhibition, % at 10 µM | 190,000 tested, 2.1% active; in the data active = inhibition above about 58%; tested in S. cerevisiae
# RSV antiviral HEp-2 – RSV antiviral activity via CPE protection, HEp-2 cells, primary 10 µM value included (AID 2391); HEp-2 cells, RSV-induced CPE inhibition; higher % means a stronger effect; CPE inhibition, % at 10 µM, or IC50 in µM where a hit was titrated; 310,000 tested, 0.13% active; in the data active = a potency from the dose series; inconclusive = CPE inhibition mostly from about 23% at the one dose, without a potency; inactive = the rest, 99 in 100 with CPE inhibition below about 21%; note: strong numbers were not always called active
# Autophagy HCS – autophagy modulators in MEF cells, primary screen, imaging, high-content, MEF GFP-LC3; MEF GFP-LC3 puncta imaging; test concentration mostly 10 µM; calls only at 10 µM (by protocol); 190,000 tested, 0.98% active;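 active = percentage of spot-positive cells more than 3 SD above its plate mean, without a fluorescence outlier flag or 80% toxicity; inconclusive = no clear call, values can overlap the other calls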;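 note: spot-positive cell cutoff set from DMSO-treated cells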
# NTR1 ag – agonists of NTR1, primary screen, imaging, U2OS cells, beta-arrestin-GFP, high content (AID 493036); Neurotensin receptor type 1 (Homo sapiens), P30989; NTR1-U2OS beta-arrestin-GFP spot imaging, agonist mode; activation, % at 20 µM; 330,000 tested, 0.17% active;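 active = activation at or above 40% of the spot to cytoplasm intensity ratio, with at least 20 cells analyzed; inconclusive = wells under 20 cells, flagged as cytotoxic or low count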;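 note: 0% = DMSO without peptide and 100% = 100 nM NTR1 peptide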
# Target sequence (P30989 whole entry, looked up): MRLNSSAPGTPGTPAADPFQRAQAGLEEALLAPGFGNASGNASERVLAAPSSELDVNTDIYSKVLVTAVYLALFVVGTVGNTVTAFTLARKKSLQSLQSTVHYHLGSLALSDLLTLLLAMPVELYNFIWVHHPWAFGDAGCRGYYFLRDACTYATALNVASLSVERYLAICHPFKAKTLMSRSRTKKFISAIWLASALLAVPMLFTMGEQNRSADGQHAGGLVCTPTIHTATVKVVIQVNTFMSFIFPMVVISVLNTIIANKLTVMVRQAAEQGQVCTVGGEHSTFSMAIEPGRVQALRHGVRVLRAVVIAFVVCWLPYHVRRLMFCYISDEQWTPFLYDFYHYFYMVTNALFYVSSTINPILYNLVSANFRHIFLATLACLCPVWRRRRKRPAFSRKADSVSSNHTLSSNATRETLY
# WT yeast gro inh mutant strain – recorded beside WT yeast gro inh, whose call it bears; inhibition, %; mitochondrial fusion phenotypic screen, mutant strain inhibition
# Autophagy HCS cell loss 18 h – second read-out of Autophagy HCS, no call of its own (marks repeat the call); toxicity, %; measured here: cell loss, nuclei count;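 cell loss after 18 h compound exposure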
# NTR1 ag cell count 20 µM – further read-out of NTR1 ag, marked with its call; cell count; measured here: cell count, cytotoxicity flag
# NS5 inhibitors pilot replicate – also measured in NS5 inhibitors; calls as there; inhibition, %; measured here: pilot screen replicate inhibition
# * marks the source's active call; other numbers are inactive results; i = inactive; ? = inconclusive; · = no result given; [ ] = remark or other dose.
SMILES,LYP inhibition,GPR35 antagonists,K1F lysis inhibition,NS5 inhibitors,AID2073,WT yeast gro inh,WT yeast gro inh mutant strain,RSV antiviral HEp-2,Autophagy HCS,Autophagy HCS cell loss 18 h,NTR1 ag,NTR1 ag cell count 20 µM,others
Cc1ccccc1C1c2[nH]c3ccccc3c2C[C@H]2C(=O)N(C3CC3)CC(=O)N12 (some centres undefined),-6%,-6%,0.2%,-6%,21%,·,·,-0.1%,·,·,2.3,68,
COc1ccc(CNC(=O)c2ccc3nccnc3c2)cc1,-1%,0%,-0.5%,-1%,?,-41,16,1.8%,i,1,-0.1,56,
Cc1ccc(NC(=O)CSc2nnc(-c3ccncc3)n2C)cc1C,-1%,4%,0.3%,7%,-7%,11,-5,1.5%,i,-3,-0.3,74,NS5 inhibitors pilot replicate=-4.7
CC(OC(=O)CNC(=O)C12CC3CC(CC(C3)C1)C2)C(=O)Nc1ccc(S(N)(=O)=O)cc1 (centres undefined),-8%,0%,-0.8%,·,7%,-2,3,1.5%,i,8,-1.3,37,
COc1cc(NC(=O)c2cc(S(=O)(=O)N3CCc4ccccc43)cn2C)cc(OC)c1OC,-4%,16%,1.0%,0%,-1%,·,·,0.7%,·,·,0.8,62,
C/C(=N\Nc1ccccn1)c1ccc(N2CCOCC2)cc1,-2%,-8%,2.9%,-5%,?,2,-19,1.3%,i,-13,3.6,60,
C=CCn1c(SCC(=O)Nc2ccc(C(=O)OCC)cc2)nnc1-c1sc(N)nc1C,1%,2%,0.5%,-3%,10%,-5,-28,3.8%,i,-6,-0.7,57,
COc1ccc(C2C(C(=O)N3CCOCC3)=C(C)NC3=C2C(=O)CC(C)(C)C3)c(OC)c1 (centres undefined),-13%,5%,0.1%,2%,20%,-11,-15,-0.3%,i,-3,-1.9,84,
CN(Cc1ccco1)S(=O)(=O)c1nnc(NC(=O)c2cccc(Cl)c2)s1,-3%,13%,i,6%,27%,·,·,13%,·,·,0.3,62,
O=C(CSc1cccc[n+]1[O-])Nc1cc2c(cc1Cl)C(=O)c1ccccc1C2=O,-2%,-14%,-2.0%,7%,-6%,13,4,0.2%,i,1,·,·,
Cc1nc(N2CCN(C(=O)c3ccco3)CC2)c2c3c(sc2n1)CC(C)CC3 (centres undefined),1%,10%,-0.3%,-8%,4%,80,86,20%,i,3,5.4,36,
COc1ccc(/C(O)=C/C(=O)C(=O)Nc2c(C)n(C)n(-c3ccccc3)c2=O)cc1,-3%,4%,0.1%,-5%,0%,-8,12,-1.4%,i,-6,0.1,72,NS5 inhibitors pilot replicate=-3.7
CCn1cc(/C=C(\NC(=O)c2ccc(OC)cc2)C(=O)N2CCN(C)CC2)c2ccccc21,1%,4%,-5.5%,-10%,0%,·,·,·,·,·,0.3,51,
CN1CC(=O)N(CCOc2ccccc2)C1=O,-4%,-7%,-1.8%,-1%,-3%,17,25,0.0%,i,3,-0.3,63,
COc1ccccc1N1CCN(C(=O)CSc2nc(-c3ccco3)cc(C(F)(F)F)n2)CC1,8%,4%,0.8%[50 µM],-3%,-4%,9,-5,4.3%,i,-18,4.1,53,
C/C=C(\C)c1nnc(NC(=O)OCC)s1,-6%,2%,5.4%,-8%,-2%,-16,5,1.4%,i,0,1.3,33,
Cc1cnccc1CN(C)Cc1cn(C)nc1-c1ccc(Oc2ccccc2)cc1,-1%,4%,0.3%,-1%,-5%,50,26,1.8%,i,6,5.3,58,
CC(=O)N(CCCN(C)C)c1nc2ccc(C)cc2s1,-9%,-4%,2.3%[50 µM],-7%,3%,-13,0,-2.8%,i,21,0.4,50,
CCCCNC(=O)[C@]1(C)CCC[C@@]2(C)C3CC[C@@]4(C)C[C@]3(CCC21)CC4=O (some centres undefined),·,·,0.3%,-7%,·,·,·,0.6%,·,·,1.7,54,
CCOC(=O)c1ccc(Nc2cc(C)nc(N3CCOCC3)n2)cc1,3%,-9%,0.0%,1%,7%,13,-3,6.6%,i,-17,6.6,66,
Cc1ccc(C(=O)Nc2cc([N+](=O)[O-])ccc2F)s1,0%,4%,1.2%[50 µM],-3%,0%,18,3,2.2%,i,5,1.5,45,
CCOc1ccc(NS(=O)(=O)c2cc(NC(=O)CCS(=O)(=O)c3ccc(C)cc3)ccc2OC)cc1,-8%,-1%,2.6%,1%,-2%,-3,-1,4.2%,i,10,1.4,29,
Cc1ccc(NC(=S)N(Cc2cccc(Br)c2)CC2CCC(C(=O)O)CC2)cc1 (centres undefined),0%,0%,-0.5%,2%,4%,6,14,0.1%,i,26,-0.6,35,
COc1ccc(N(C)C(=O)Cc2c(C(=O)O)[nH]c3ccccc23)cc1,-6%,2%,-1.1%,-5%,-4%,-10,1,-1.4%,i,3,-1.4,33,
Cn1c(N)c(S(=O)(=O)N2CCN(C(=O)c3ccco3)CC2)c(=O)n(C)c1=O,-5%,9%,0.1%,7%,-8%,-9,0,0.6%,i,-1,0.4,78,
COc1ccc(OC(=O)c2cccnc2)cc1,-8%,12%,8.5%,-2%,-9%,-12,-5,1.4%,i,5,0.9,65,
CC1=Nc2ccccc2N=C(NC(=O)CSC(=S)N2CCN(C)CC2)C1c1ccccc1 (centres undefined),-6%,0%,2.2%,-5%,-5%,·,·,-0.2%,·,·,0.2,37,
COCCNc1cc(C)nc2cc(-c3ccc(C)cc3)nn12,-5%,-6%,-0.6%,-12%,18%,6,8,2.7%,i,2,2.5,45,
C/C(=C\c1ccccc1)CN1CCC(C(=O)N2CCCC(C)C2)CC1 (centres undefined),0%,3%,0.2%,-5%,-2%,13,-9,0.5%,i,-6,-2.0,77,
Cc1ccc(COCCN2CCN(S(=O)(=O)c3ccccc3)CCC2=O)cc1,-5%,-2%,0.4%,-10%,0%,·,·,0.2%,·,·,1.8,60,

# An excerpt from the list above, as a working copy:
SMILES,LYP inhibition,GPR35 antagonists,K1F lysis inhibition,NS5 inhibitors,AID2073,WT yeast gro inh,WT yeast gro inh mutant strain,RSV antiviral HEp-2,Autophagy HCS,Autophagy HCS cell loss 18 h,NTR1 ag,NTR1 ag cell count 20 µM,others
CCOc1ccc(NS(=O)(=O)c2cc(NC(=O)CCS(=O)(=O)c3ccc(C)cc3)ccc2OC)cc1,-8%,-1%,2.6%,1%,-2%,-3,-1,4.2%,i,10,1.4,29,
Cc1ccc(NC(=S)N(Cc2cccc(Br)c2)CC2CCC(C(=O)O)CC2)cc1 (centres undefined),0%,0%,-0.5%,2%,4%,6,14,0.1%,i,26,-0.6,35,
COc1ccc(N(C)C(=O)Cc2c(C(=O)O)[nH]c3ccccc23)cc1,-6%,2%,-1.1%,-5%,-4%,-10,1,-1.4%,i,3,-1.4,33,
Cn1c(N)c(S(=O)(=O)N2CCN(C(=O)c3ccco3)CC2)c(=O)n(C)c1=O,-5%,9%,0.1%,7%,-8%,-9,0,0.6%,i,-1,0.4,78,
COc1ccc(OC(=O)c2cccnc2)cc1,-8%,12%,8.5%,-2%,-9%,-12,-5,1.4%,i,5,0.9,65,

# Continued.
SMILES,LYP inhibition,GPR35 antagonists,K1F lysis inhibition,NS5 inhibitors,AID2073,WT yeast gro inh,WT yeast gro inh mutant strain,RSV antiviral HEp-2,Autophagy HCS,Autophagy HCS cell loss 18 h,NTR1 ag,NTR1 ag cell count 20 µM,others
NC(=O)c1cc(NC(=O)CCc2nc3ccccc3s2)cc(C(N)=O)c1,-11%,-2%,-0.2%,-2%,6%,·,·,1.9%,·,·,0.1,55,
CC1CCN(C(C)C(=O)Nc2ccccc2-c2ccccc2)CC1 (centres undefined),-5%,5%,0.1%,-4%,-5%,60*,7.9*,2.5%,i,-5,1.1,96,
COC(=O)Nc1ccc(S(=O)(=O)Nc2ccc(C)cc2)cc1,-6%,9%,·,·,-7%,22,20,·,i,-12,·,·,
Cc1cccc(N(CC(=O)NC2CCCC2)C(=O)CCC(=O)Nc2cc(C)on2)c1,-7%,1%,0.4%,-9%,10%,·,·,1.0%,·,·,0.4,47,
Cc1cccc2cc(CN(Cc3nnnn3C3CCCC3)C3CCCCC3)c(=O)[nH]c12,·,·,-0.1%,-1%,·,·,·,0.1%,i,0,3.0,61,
Cc1ccc(OCC(=O)NC2CCS(=O)(=O)C2)c([N+](=O)[O-])n1 (centres undefined),·,·,1.2%[50 µM],0%,·,·,·,0.2%,·,·,0.1,60,
Cc1ccsc1/C=N\NC(=O)c1n[nH]c2c1CCC2,-1%,-6%,-2.5%,-5%,2%,-17,6,-1.0%,i,15,0.7,42,
COc1ccc(C2=NN(C(=O)c3cccnc3)C(c3ccccc3)C2)cc1 (centres undefined),-1%,0%,2.9%,1%,3%,1,3,2.2%,i,6,4.8,48,
COc1ccc(/C=C/C2=CCN(Cc3ccc(OC)cc3)CC2)cc1,-2%,-8%,·,·,18%,11,9,-3.3%,i,11,-0.2,46,
COc1cc(NC(=O)c2cc(Cl)nnc2Cl)cc(OC)c1OC,-3%,5%,0.6%,-4%,-4%,-17,-13,1.9%,i,-5,-1.4,89,
Cc1cccc(/C(N)=N/OC(=O)c2ccncc2)c1,0%,2%,-0.1%,-5%,3%,·,·,4.7%,·,·,1.8,68,
CCOC(=O)CN(C(=O)CSc1nnc(CNc2ccc(F)cc2)o1)c1ccccc1,-8%,17%,2.8%,-1%,-7%,8,12,1.1%,i,17,-2.0,95,
O=C(COc1ccccc1Cl)Nc1cccc(S(=O)(=O)NC2=NCCCCC2)c1,·,·,0.7%[50 µM],-7%,·,·,·,0.5%,·,·,2.1,54,
CCc1c(C#N)c(SCCC(=O)Nc2ccc(OC)cc2)nc2c1C(=O)CC(C)(C)C2,8%,-10%,1.1%,-1%,5%,14,-33,-1.0%,i,-7,2.9,49,
CCN(C(=S)NCc1ccccc1)c1cccc2ccccc12,7%,6%,-0.1%,2%,10%,43,10,16%,i,1,1.7,75,
CC(C)CCN1CCN(Cc2ccc(C(F)(F)F)cc2)CC1CCO (centres undefined),-6%,-5%,-0.1%,2%,-3%,-13,-10,-2.9%,i,-3,-1.1,62,
